# MgcRacGAP inhibition = MgcRacGAP GTPase-activating activity inhibitors, confirmation, biochemical, ADP Hunter fluorescence; MgcRacGAP-stimulated Rac1 GTP hydrolysis, ADP Hunter fluorescence; higher % means a stronger effect; GST-tagged Rac1 F28L mutant substrate; 340,000 tested, 0.6% active; inhibition, % at 30 µM, or IC50 in µM where a hit was titrated;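 active = first-screen hits whose inhibition reached a set limit at any dose in the follow-up dose series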;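 also: fluorescence reports GDP produced by GAP-driven GTP hydrolysis; strong numbers were not always called active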
# LYP phosphatase = inhibitors of LYP phosphatase, biochemical, fluorescence intensity, uHTS (AID 1779); recombinant LYP phosphatase, fluorescence intensity; higher % means a stronger effect; inhibition, % at 11.5 µM, or IC50 in µM where a hit was titrated; 290,000 tested, 0.054% active; in the data active = inhibition above about 50%;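 also: plate controls were vehicle with enzyme for no effect and no enzyme for full effect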
# GPR35 arrestin U2OS = inhibition of zaprinast-stimulated GPR35 beta-arrestin translocation – imaging, U2OS, beta-arrestin-GFP, zaprinast agonist, primary screen (AID 2058); U2OS GPR35 beta-arrestin-GFP translocation imaging, zaprinast antagonism; higher % means a stronger effect; inhibition, % at 10 µM, or IC50 in µM where a hit was titrated; 290,000 tested, 0.052% active;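 active = inhibition of at least 50% with at least 30 cells and total cytoplasm GFP at most 10,000,000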
# West Nile virus CPE = West Nile virus antiviral activity, cell-based, CPE readout (AID 1621) | West Nile virus-infected cells, CPE inhibition; higher % means a stronger effect | one-dose CPE inhibition, % at 10 µM; IC50 in µM for titrated hits | 290,000 tested, 0.02% active; in the data active = a potency from the dose series; also: strong numbers were not always called active
# SV40 large T antigen = SV40 large T antigen inhibitors, biochemical (AID 1903); inhibition, % at 20 µM, or IC50 in µM where a hit was titrated; SV40 large T antigen ATPase/helicase inhibition assay; higher % means a stronger effect; 310,000 tested, 0.39% active; in the data active = a potency from the dose series; also: strong numbers were not always called active
# ER stress rescue = protection against thapsigargin-triggered cell killing – 384-well, CSM14.1, ATP luminescence, primary screen (AID 1222). CSM14.1 thapsigargin-induced death rescue, ATP luminescence; higher % means a stronger effect. 190,000 tested, under 10 active. cellular ATP content (survival), % at 20 µM; hits with a dose series show EC50 in µM;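 active = EC50 below 50 µM in the dose-response confirmation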;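 also: death triggered by thapsigargin at about 15 µM added after 2 h compound pretreatment; cell ATP read after overnight thapsigargin exposure of roughly 18 to 22 hours; normalized against plate controls of thapsigargin alone and 5% DMSO vehicle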
# RSV antiviral HEp-2 = inhibition of RSV-induced cytopathic effect – HEp-2 cells, primary 10 µM value included (AID 2391); CPE inhibition, % at 10 µM, or IC50 in µM where a hit was titrated; HEp-2 cells, RSV-induced CPE inhibition; higher % means a stronger effect; 310,000 tested, 0.13% active; in the data active = a potency from the dose series; also: strong numbers were not always called active
# Salmonella PhoP GFP = PhoP-dependent GFP reporter repression – Salmonella Typhimurium, primary screen (AID 1863). S. Typhimurium PhoP-regulated promoter GFP reporter, 4 h; higher % means a stronger effect. inhibition, % at 50 µM, or IC50 in µM where a hit was titrated. 300,000 tested, 0.16% active;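 active = inhibition over 29.93%, a cutoff 3 SD above the screen mean, later confirmed by dose response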;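 also: 0% = low Mg2+ inducing control and 100% = high Mg2+ repressing control; strong numbers were not always called active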
# NS5 inhibitors = flavivirus cap methylation enzyme inhibition – biochemical, confirmation dose response, primary screen (AID 588689). Dengue-2 NS5 methyltransferase capping enzyme assay, biochemical; higher % means a stronger effect. inhibition, % at 25 µM, or IC50 in µM where a hit was titrated. 340,000 tested, 0.3% active; in the data active = a potency from the dose series
# * hit, by the source's call; . = not tested or not shown.
SMILES,MgcRacGAP inhibition,LYP phosphatase,GPR35 arrestin U2OS,West Nile virus CPE,SV40 large T antigen,ER stress rescue,RSV antiviral HEp-2,Salmonella PhoP GFP,NS5 inhibitors
CCOC(=O)c1c(NC(=O)CSc2nnc(-c3ccco3)o2)sc(C(C)=O)c1C,10%,4%,18%,-0.1%,1%,5.2%,2.1%,-1%,-1%
Cc1ccc(C(C(=O)NC2CCCC2)N(CCCO)C(=O)Cn2nnc(-c3ccc(C)o3)n2)cc1 (stereo not drawn),5%,-3%,-3%,-0.4%,-2%,.,0.8%,6%,-3%
COc1cc(/C=N/NC(=S)NCC2CCCO2)cc(OC)c1OC (stereo not drawn),8%,-2%,-1%,0.1%,-5%,.,0.2%,-4%,-2%
COC(=O)c1c(NC(=O)c2ccco2)sc2c1CC(C)(C)NC2(C)C,12%,-6%,-15%,-0.1%,8%,.,0.3%,0%,-9%
Cc1ccc2nc(NC(=O)Cn3cc4c(n3)CCCCC4)sc2c1,11%,0%,-18%,0.0%,23%,.,0.6%,-3%,-2%
COc1cccc(-c2csc(NNC(=O)c3cccs3)n2)c1,.,-3%,3%,0.2%,22%,.,.,0%,.
COCCNc1nc(SCC(=O)N2CCN(c3ccccc3)CC2)nc2ccccc12,3%,-9%,-10%,-0.7%,10%,-2.6%,2.8%,-2%,-2%
O=C(NCc1nnc(SCC(=O)N2CCc3ccccc32)o1)c1cccs1,12%,-7%,-13%,-0.8%,1%,0.2%,-0.3%,-3%,-4%
O=C1N=c2ccccc2=C1c1sc(=S)n(CC2CCCO2)c1O (stereo not drawn),15%,-4%,-10%,0.1%,2%,-1.2%,1.0%,0%,7%
Cc1cc(NC(=O)Nc2cccc(Cl)c2)n(-c2ccccc2)n1,3%,-3%,-1%,-1.0%,8%,.,1.3%,-11%,4%

# Four entries drawn at random from those above:
SMILES,MgcRacGAP inhibition,LYP phosphatase,GPR35 arrestin U2OS,West Nile virus CPE,SV40 large T antigen,ER stress rescue,RSV antiviral HEp-2,Salmonella PhoP GFP,NS5 inhibitors
COc1cc(/C=N/NC(=S)NCC2CCCO2)cc(OC)c1OC (stereo not drawn),8%,-2%,-1%,0.1%,-5%,.,0.2%,-4%,-2%
O=C1N=c2ccccc2=C1c1sc(=S)n(CC2CCCO2)c1O (stereo not drawn),15%,-4%,-10%,0.1%,2%,-1.2%,1.0%,0%,7%
O=C(NCc1nnc(SCC(=O)N2CCc3ccccc32)o1)c1cccs1,12%,-7%,-13%,-0.8%,1%,0.2%,-0.3%,-3%,-4%
COCCNc1nc(SCC(=O)N2CCN(c3ccccc3)CC2)nc2ccccc12,3%,-9%,-10%,-0.7%,10%,-2.6%,2.8%,-2%,-2%

# Laid out differently: results already given
> CCOC(=O)c1c(NC(=O)CSc2nnc(-c3ccco3)o2)sc(C(C)=O)c1C
  MgcRacGAP inhibition = 10%
  LYP phosphatase = 4%
  GPR35 arrestin U2OS = 18%
  West Nile virus CPE = -0.1%
  SV40 large T antigen = 1%
  ER stress rescue = 5.2%
  RSV antiviral HEp-2 = 2.1%
  Salmonella PhoP GFP = -1%
  NS5 inhibitors = -1%

> Cc1ccc(C(C(=O)NC2CCCC2)N(CCCO)C(=O)Cn2nnc(-c3ccc(C)o3)n2)cc1 (stereo not drawn)
  MgcRacGAP inhibition = 5%
  LYP phosphatase = -3%
  GPR35 arrestin U2OS = -3%
  West Nile virus CPE = -0.4%
  SV40 large T antigen = -2%
  ER stress rescue = .
  RSV antiviral HEp-2 = 0.8%
  Salmonella PhoP GFP = 6%
  NS5 inhibitors = -3%

# Further compounds follow:
SMILES,MgcRacGAP inhibition,LYP phosphatase,GPR35 arrestin U2OS,West Nile virus CPE,SV40 large T antigen,ER stress rescue,RSV antiviral HEp-2,Salmonella PhoP GFP,NS5 inhibitors
O=c1c2cccnc2[nH]c(=S)n1CCCN1CCN(c2ccccc2F)CC1,12%,-2%,10%,.,-2%,-0.7%,17%,10%,2%
O=S(=O)(c1ccc2ccccc2c1)N1CCN(C2Cc3ccccc3C2)CC1,24%,-3%,19%,-0.4%,7%,13%,0.6%,-7%,-5%
CC(=O)c1ccc(NC(=O)CSc2nc3nc(C)cc(C)n3n2)cc1,4%,-2%,8%,-0.2%,-2%,.,1.0%,10%,-43%
COC(=O)c1ccc(N2CCOCC2)c(NC(=O)c2ccc3c(c2)OCO3)c1,6%,1%,2%,1.2%,10%,.,1.2%,-3%,-5%
COc1ccccc1NC(=O)CSc1nc(N)c(C#N)cc1C#N,.,-3%,8%,-1.3%,-1%,-1.5%,-0.6%,-4%,.
COc1ccc(/C=N/NC(=O)c2ccc(N(C)S(=O)(=O)c3ccccc3)cc2)c(OC)c1,6%,2%,1%,-0.2%,12%,1.3%,2.8%,-7%,-2%
CCn1c(-c2ccc(F)cc2)n[nH]c1=S,7%,-1%,0%,-0.4%,1%,-0.7%,8.3%,-4%,-2%
CCCCc1nc(SCC(=O)Nc2cccc(Cl)c2)n[nH]1,10%,-4%,-17%,0.1%,8%,.,1.9%,4%,-5%
O=C(COC(=O)C12CC3CC(CC(O)(C3)C1)C2)NC(=O)NCc1ccco1,7%,-12%,-12%,0.2%,3%,0.5%,1.1%,-5%,-7%
Cc1ccc(Cn2cccc2/C=N/NC(=S)Nc2ccc(C)cc2)cc1,5%,7%,10%,-0.9%,4%,-0.5%,7.7%,-2%,-7%
COc1ccccc1CNC(=O)c1c(O)c2cc(OC)c(OC)cc2[nH]c1=O,4%,-3%,-1%,-0.5%,0%,1.0%,-0.1%,-5%,9%
O=C(CSc1nnc(-c2ccccc2)n1-c1ccc(Cl)cc1)N/N=C/c1ccco1,6%,-3%,6%,-0.4%,9%,5.0%,1.9%,-10%,-4%
Cc1oc(-c2ccccc2Cl)nc1CS(=O)(=O)CC(=O)N1CCOCC1,-3%,-10%,14%,-0.5%,3%,.,-0.2%,.,-6%
CN(C)CCOC1c2ccccc2CCc2ccc3ccccc3c21 (stereo not drawn),18%,.,.,.,10%,.,-0.7%,.,4%
O=C(CNS(=O)(=O)c1ccccc1)OCC(=O)c1ccc([N+](=O)[O-])cc1,5%,-7%,-8%,-0.2%,24%,-0.6%,2.8%,12%,3%
CCCCCCCNC(=O)C1(CC2CC(c3ccccc3)=NO2)CCNCC1 (stereo not drawn),2%,.,.,.,21%,.,-3.8%,0%,6%
CCOC(=O)N1CCN(C(=O)Nc2cccc3ccccc23)CC1,6%,-5%,3%,-0.6%,15%,4.4%,-0.7%,-2%,1%
CCOC(=O)c1cnc2ccc(Br)cc2c1NCC(C)O (stereo not drawn),12%,-5%,14%,.,.,-1.6%,.,.,2%
CCOc1ccc(NC(=O)CC2C(=O)N(c3cccc(OC)c3)C(=O)N2C(C)C)cc1 (stereo not drawn),9%,0%,11%,-0.3%,5%,0.6%,0.1%,0%,1%
Cc1nn(S(=O)(=O)c2ccccc2)c(C)c1S(=O)(=O)N1CCC(C)CC1,1%,-14%,1%,0.8%,5%,.,1.4%,-3%,-4%

# Entries of single compounds from above. Order of values: MgcRacGAP inhibition | LYP phosphatase | GPR35 arrestin U2OS | West Nile virus CPE | SV40 large T antigen | ER stress rescue | RSV antiviral HEp-2 | Salmonella PhoP GFP | NS5 inhibitors
# CCOc1ccc(NC(=O)CC2C(=O)N(c3cccc(OC)c3)C(=O)N2C(C)C)cc1 (stereo not drawn) across the screens: 9% | 0% | 11% | -0.3% | 5% | 0.6% | 0.1% | 0% | 1%
# O=C(CNS(=O)(=O)c1ccccc1)OCC(=O)c1ccc([N+](=O)[O-])cc1 across the screens: 5% | -7% | -8% | -0.2% | 24% | -0.6% | 2.8% | 12% | 3%

# Next section
SMILES,MgcRacGAP inhibition,LYP phosphatase,GPR35 arrestin U2OS,West Nile virus CPE,SV40 large T antigen,ER stress rescue,RSV antiviral HEp-2,Salmonella PhoP GFP,NS5 inhibitors
COc1ccccc1N1CCN(C(=O)CCCn2nc(C)c([N+](=O)[O-])c2C)CC1,3%,-1%,-18%,-0.3%,6%,3.1%,-0.3%,0%,-9%
CC(C)(C)c1ccc(NC(=S)NCc2cccs2)cc1,12%,-1%,-8%,-0.2%,11%,-4.3%,.,19%,4%
OC(CNC1CCCC1)COc1ccc(Cl)cc1 (stereo not drawn),10%,-2%,6%,-1.0%,7%,.,-0.2%,-4%,-2%
Cc1ccc(-c2cn(CCN)c(-c3ccncc3)n2)cc1,1%,.,.,.,5%,.,-0.8%,.,-6%
O=C(Cn1nnc2ccccc2c1=O)NCCc1ccc(Cl)cc1Cl,12%,-2%,2%,-1.0%,14%,-2.1%,1.6%,-12%,-6%
COc1ccc(S(=O)(=O)NCC(=O)NCc2cc(=O)n(C)c(=O)n2C)cc1F,12%,-9%,5%,0.1%,9%,.,1.0%,1%,-4%
COc1ccc(/C(C)=N/NC(=O)C(NC(=O)c2ccccc2)c2n[nH]c(=O)c3ccccc23)c(OC)c1 (stereo not drawn),8%,-1%,15%,0.5%,-15%,.,0.0%,11%,-4%
CCN1CCN(C(=O)C2CC(=O)N(c3ccc(Cl)cc3)C2)CC1 (stereo not drawn),9%,-16%,2%,-0.3%,4%,.,2.8%,0%,-8%
COc1cc(/C=C2\SC(N3CCc4ccccc4C3)=NC2=O)cc(OC)c1OC,6%,-1%,4%,0.3%,5%,-1.9%,2.2%,2%,-5%
COc1cccc(NC(=O)CN(C)S(=O)(=O)c2ccc3[nH]c(=O)oc3c2)c1,-25%,-16%,-5%,0.4%,16%,.,1.0%,9%,-1%
O=[N+]([O-])c1ccc(Nc2ccccc2)nc1,1%,-9%,-10%,-0.4%,8%,0.4%,0.7%,4%,-5%
CCCn1c(C)cc(C(=O)COC(=O)c2ccc[nH]c2=O)c1C,7%,-12%,13%,-0.1%,13%,-6.2%,0.8%,17%,2%
O=C(O)c1ccc(-n2ccnc2)c([N+](=O)[O-])c1,7%,-3%,-2%,0.2%,6%,-0.7%,1.4%,2%,-10%
C=CCn1c(SCC(=O)N(C)C2CCS(=O)(=O)C2)nnc1-c1ccncc1 (stereo not drawn),10%,-3%,11%,.,-12%,-0.8%,0.6%,0%,6%
CC(C)(C)CC(=O)N1CCC(c2nc3c(nnn3Cc3c(F)cccc3Cl)c(=O)[nH]2)CC1,2%,-2%,4%,0.5%,2%,-2.2%,1.2%,-6%,-4%
O=C(NCC(=O)N(Cc1cccs1)C(C(=O)NC1CCCCC1)c1cccnc1)c1ccco1 (stereo not drawn),2%,-3%,10%,-0.7%,6%,-1.3%,1.5%,3%,-10%

# Screening data as filed in PubChem BioAssay.
